Bioassay records deposited in PubChem BioAssay by National Center for Advancing Translational Sciences (NCATS).
HCV inh – qHTS Assay for Inhibitors of Hepatitis C Virus (HCV) | Huh7.5.1 HCVcc-Cre infection, luciferase reporter, 44 h | AID 651820, 2012 | hit rate 3.4% among 340,000 | Potency, µM (titrated, usually from 41.8 µM), inactives show at the highest dose activity change, negative = inhibition, hits mostly inhibitors; note: potency is the fitted concentration of half-maximal effect
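Whole-lifecycle infectious HCVcc-Cre system; cells 1,000/well, compound then virus (~0.5 moi) added 4 h after plating, 44 h culture. Luciferase read 15 sec following 15 min substrate incubation, room temp.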
HCMV inh – qHTS Assay for inhibitors of the human cytomegalovirus (HCMV) | HFF cells, HCMV-luciferase reporter, 72 h; active compounds read low | activity change, negative = inhibition, % at 57.5 µM | hit rate 4.5% among 410,000; in the data active = activity change below about -60%; inconclusive = no clear call, values can overlap the other calls; inactive = above about -39%
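Luciferase read-out from HCMV-luciferase-infected HFFs (MOI 1 PFU/cell) 72 h post infection at 37C; compounds added after 16 h cell attachment; activity normalized between buffer-only basal and Salinomycin (10uM) inhibitor controls.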
AMA1 RON2 block – qHTS for Inhibitors of AMA1-RON; Towards Development of Antimalarial Drug Lead: Primary Screen; hit rate 0.2% among 360,000; AID 720542, 2013; Plasmodium falciparum AMA1 (3D7) - RON2 peptide interaction; Potency, µM (doses to about 58.2 µM), for inactives: at the top dose activity change, negative = inhibition, actives largely listed as inhibitors; AlphaScreen AMA1-biotinylated RON2 peptide binding;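 note: potency is the fitted concentration of half-maximal effect; 0% = vehicle wells and -100% = peptide control; nearly all actives have a fitted effect of over 45% in size; some results filed as inactive show a strong effect at the top dose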
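AMA1 (3D7) with his tag at 25 nM final met compounds first, then biotinylated RON2 peptide at 25 nM; detection used donor plus acceptor beads, 10 µg/mL apiece, read by AlphaScreen after 30 min at room temperature.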
TbPYK inhibitor – qHTS of Trypanosoma Brucei Inhibitors; pyruvate kinase (Trypanosoma brucei), Q57TT1; TbPYK enzyme, Kinase-Glo Plus ATP luminescence, 45 min; Potency, µM (series often up to 76.8 µM), without a hit: at the highest dose activity, negative = inhibition, most hits filed as inhibitors; hit rate 0.12% among 410,000; note: potency is the fitted concentration of half-maximal effect; nearly all actives have a fitted effect of over 50% in size
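Quantitative HTS: titrated library compounds versus trypanosomal pyruvate kinase in TEA buffer (pH 7.2) containing KCl, MgCl2, BSA and Tween-20. Reactions were initiated with ADP, 130 uM final. Kinase-Glo Plus luminescence was read after 45 min at RT.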
AmpC no deterg – qHTS Inhibitors of AmpC Beta-Lactamase (assay without detergent). P00811. AmpC nitrocefin hydrolysis, absorbance 480 nm, 0.0001% Triton. Potency, µM (doses to about 57.1 µM), for inactives: at the highest dose activity change, negative = inhibition, actives largely listed as inhibitors. hit rate 0.52% among 330,000;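 note: potency is the fitted concentration of half-maximal effect; plate controls were no compound for no effect and no enzyme for full effect; nearly all actives have a fitted effect of over 20% in size; some results filed as inactive show a strong effect at the top dose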
Target sequence (P00811 whole entry, looked up): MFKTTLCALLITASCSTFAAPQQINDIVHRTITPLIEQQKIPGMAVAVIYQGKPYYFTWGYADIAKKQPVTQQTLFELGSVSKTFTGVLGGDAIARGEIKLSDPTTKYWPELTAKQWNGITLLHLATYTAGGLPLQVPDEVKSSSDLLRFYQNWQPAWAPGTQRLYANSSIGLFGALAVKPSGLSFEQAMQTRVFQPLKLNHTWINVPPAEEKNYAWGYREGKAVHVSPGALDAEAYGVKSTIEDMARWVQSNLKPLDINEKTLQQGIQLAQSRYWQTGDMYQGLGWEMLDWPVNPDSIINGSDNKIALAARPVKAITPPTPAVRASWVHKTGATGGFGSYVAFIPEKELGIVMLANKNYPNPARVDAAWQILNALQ
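AmpC (5.3 nM in the dispensed reagent) in 20 mM phosphate pH 7.0 with 0.01% (detergent screen) or 0.0001% Triton X-100 was preincubated with compounds for 15 min at room temperature. Nitrocefin was then added from an 800 uM solution, and hydrolysis was followed at 480 nm.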
AmpC inh detg – qHTS Inhibitors of AmpC Beta-Lactamase (assay with detergent). P00811. AID 485294, 2010. Potency, µM (highest dose often 114 µM), for inactives: at the highest dose activity change, negative = inhibition, hits mostly inhibitors. hit rate 0.041% among 370,000. AmpC hydrolysis of nitrocefin, absorbance 480 nm, 0.01% Triton;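 note: potency is the fitted concentration of half-maximal effect; 0% = no-compound wells and -100% = no-enzyme wells; nearly all actives have a fitted effect of over 25% in size; some results filed as inactive show a strong effect at the top dose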
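AmpC (5.3 nM in the dispensed reagent) in 20 mM phosphate pH 7.0 with 0.01% (detergent screen) or 0.0001% Triton X-100 was preincubated with compounds for 15 min at room temperature. Nitrocefin was then added from an 800 uM solution, and hydrolysis was followed at 480 nm.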
LmPK inhibitor – qHTS Assay for Inhibitors of Leishmania Mexicana Pyruvate Kinase (LmPK). purified LmPK, Kinase-Glo ATP luminescence, 1 h. Potency, µM (titrated, usually from 57.5 µM), for the others: top-dose activity change, negative = inhibition, most hits filed as inhibitors. hit rate 0.37% among 290,000. AID 1721, 2009; note: potency is the fitted concentration of half-maximal effect
Target sequence (Q27686 whole entry, looked up): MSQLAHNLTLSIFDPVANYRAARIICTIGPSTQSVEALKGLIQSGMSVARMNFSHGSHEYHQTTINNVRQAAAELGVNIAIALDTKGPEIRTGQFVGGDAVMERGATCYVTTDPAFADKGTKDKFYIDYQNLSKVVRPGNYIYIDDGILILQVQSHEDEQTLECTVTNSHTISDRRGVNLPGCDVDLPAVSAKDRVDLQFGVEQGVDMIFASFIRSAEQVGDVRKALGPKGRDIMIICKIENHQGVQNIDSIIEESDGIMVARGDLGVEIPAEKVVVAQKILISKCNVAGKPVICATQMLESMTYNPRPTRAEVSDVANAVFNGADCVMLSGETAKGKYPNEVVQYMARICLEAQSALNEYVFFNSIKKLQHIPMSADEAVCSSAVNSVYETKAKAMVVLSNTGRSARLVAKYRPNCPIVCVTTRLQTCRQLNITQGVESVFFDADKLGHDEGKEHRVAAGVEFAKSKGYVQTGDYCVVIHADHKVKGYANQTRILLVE
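0.1 nM LmPK, 0.5 mM PEP, 0.1 mM ADP; 50 mM imidazole pH 7.2, 7 mM MgCl2, 50 mM KCl; 1 h RT. Kinase-Glo luminescence readout, normalized to no-enzyme (full inhibition) and uninhibited wells.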
An asterisk follows results filed as active; ? = inconclusive; . = not tested or not shown; [ ] = another dose, or the depositor's remark. Unless noted, calls come from the whole dose curve; as a rule, active = well fitted curve in the direction sought with a large enough effect; inconclusive = small, poorly fitted or top-dose-only effect, or another doubt; inactive = no such curve, though single readings can be large; an effect the other way counts as inactive or inconclusive. Unless noted, % is set by controls: 0 for no effect and ±100 for the full control effect.

canonical_smiles	HCV inh	HCMV inh	AMA1 RON2 block	TbPYK inhibitor	AmpC no deterg	AmpC inh detg	LmPK inhibitor
CCOCC(=O)Nc1ccc2c(c1)OCCO2	2%	65	-7%	0%	49%	?	-9%
CCNC(=O)NC(=O)C(C)SCc1ccccc1C (configuration not stated)	4%	-28	17%	7%	-16%	-19%	3%
COc1cc(C2CC(=O)Oc3cc(O)ccc32)cc(OC)c1OC (configuration not stated)	31%[activator]	6	-4%	2%	-24%	.	.
COc1cccc(N=c2oc3cc(O)ccc3cc2C(=O)NCC2CCCO2)c1 (configuration not stated)	?	-5	-10%	3%	14%	-6%	-9%
COc1ccc(S(=O)(=O)N(Cc2ccco2)Cc2cc3ccccc3[nH]c2=O)cc1	14µM*	-24	-5%	-4%	-14%	-1%	-6%
O=c1c2cc(Br)ccc2nc2n1CCCCC2	7%	.	39%	0%	-17%	2%	-2%
CCCN(CCO)Cc1cccc(Cl)c1	20%	12	-13%	6%	-16%	?	-7%
CNS(=O)(=O)c1ccc(CCC(=O)N2CCOCC2)cc1	10%	75	13%	-7%	.	.	.
CCn1cc(C(=O)N2CCN(c3ccccc3OC)CC2)c(=O)c2cc(S(=O)(=O)N3CCC(C)CC3)ccc21	.	-1	.	2%	.	3%	.
COc1cc(OC)cc(-c2c(-c3cccs3)c3cc(-c4ccc(CN5CCOCC5)cc4)ccc3n2C)c1	?	-12	?	-4%	26%	.	.
CC(C)(/C=N/NC(=O)CSCc1ccccc1Cl)CCC#N	11%	-11	-4%	0%	-8%	-6%	3%
Cn1nnnc1SCCOc1ccc(C#N)cc1	-16%	20	15%	0%	-7%	-13%	6%
CCc1c(C2(O)CCCCC2)[nH]c2ncccc12	?	?	-5%	-4%	-5%	-6%	.
COC(=O)C1CCN(C(=O)c2oc3c(Cl)cc(C)cc3c2C)CC1	-22%	17	-4%	-8%	169%[activator]	2%	-5%
O=C(NCCC1=CCCCC1)c1ccc(F)cc1	1%	-29	2%	-30%	-16%	?	-1%
COc1ccc(C(=O)CSC#N)cc1OC	-16%	?	23%	2%	-36%	2%	-5%
COc1cc(NC(=O)c2cc(C)nc3ccccc23)cc(OC)c1	-5%	46	5%	-1%	27%	1%	4%
O=C(Nc1cccc(-c2ccc3nncn3n2)c1)C(F)(F)F	4%	-10	4%	3%	-13%	-2%	8%
Cc1ccc(N(C(=O)CNC(=O)c2cccs2)C(C(=O)NC2CCCC2)c2ccncc2)cc1 (configuration not stated)	12%	7	1%	0%	0%	3%	-3%
Cc1ccc(S(=O)(=O)N2CCCC2CNC(=O)C(=O)NC2CC2)cc1 (configuration not stated)	13%	-19	-18%	-1%	-17%	?	.
C/C(=N\NC(=O)c1ccccc1)c1ccc2c(c1)OCO2	-20%	-3	7%	15%	-22%	2%	-13%
COc1cc(N)c(Cl)cc1C(=O)OCC(=O)c1cccs1	-21%	-24	-2%	-3%	-7%	-1%	0%
CCn1c(CC(=O)Nc2ccc(F)cc2)nnc1SCC(=O)Nc1nnc(C)s1	7%	-25	2%	0%	-1%	?	-1%
CN(C(=O)CS(=O)(=O)Cc1ccccc1Cl)c1ccccc1	0%	-8	2%	-9%	-14%	-13%	-1%
Cc1ccc(CNC(=O)c2ccc(Cn3c(SCc4ccc(F)cc4)nc4cccnc43)cc2)o1	.	44	.	-12%	.	16%	.
Cc1ccc(C(=O)N2CCC(Cc3ccccc3)CC2)cc1[N+](=O)[O-]	-26%	-3	-5%	-1%	57%	-1%	4%
CCOc1ccc2[nH]cc(C(=O)NCc3ccc(F)cc3)c(=O)c2c1	?	-71*	18%	0%	-10%	?	-4%
Cc1nnc(SCC(=O)NC2CCS(=O)(=O)C2)n1Cc1ccccc1 (configuration not stated)	-8%	-37	6%	2%	14%	5%	-4%
Cc1ccccc1NC(=O)CSc1nc(COc2ccccc2)nc2ccccc12	-9%	?	-5%	-1%	-16%	-10%	2%
COC(=O)C(NC(C)=O)(Nc1nc2ccc(C)cc2s1)C(F)(F)F (configuration not stated)	8%	21	5%	3%	-2%	-3%	4%
CCOc1ccc(S(=O)(=O)N2CCN(c3ccc(OC)cc3)CC2)c2cccnc12	-16%	-23	?	-5%	131%[activator]	?	10%
CCN1C(=O)[C@@H]2[C@H](C1=O)[C@@H]1C[C@H]3C(=O)N(CC)C(=O)[C@H]3[C@@H]3C1=C(C(=O)N1C(=O)OC(=NCC4CC4)[C@]31C)[C@@H]2C	32%[activator]	-8	-9%	5%	3%	-6%	5%
O=C(NCc1ccco1)Oc1ccccc1	9%	52	-4%	0%	.	-2%	-2%
CCC(C)(C)C1CCC(NC(=O)N2CCN(c3ccccc3O)CC2)CC1 (configuration not stated)	7%	?	27%	1%	-25%	-1%	0%
COc1ccccc1NCc1cccn1-c1nnc(N2CCCCCC2)s1	.	-38	.	-4%	.	10%	.
Cn1ncc(Cl)c1C(=O)N1CCN(c2cccc(Cl)c2)CC1	?	9	12%	-8%	120%[activator]	-8%	1%
CSc1cccc(NC(=O)COC(=O)C2(c3ccccc3)CC2)c1	-9%	20	19%	0%	-56%	.	.
Cc1ccccc1NCC(=O)N/N=C\c1ccc([N+](=O)[O-])s1	?	-78*	-2%	0%	-16%	?	0%
COc1cccc(/C=N/Nc2nc(-c3cccnc3)nc3ccccc23)c1	-13%	-5	130%[activator]	-7%	33%	5%	-2%
CCn1c(C)[n+](CCOC(C)=O)c2cc(Cl)c(Cl)cc21	-1%	?	37%[activator]	-3%	-4%	3%	0%

Individual results from above:
HCV inh result of Cc1nnc(SCC(=O)NC2CCS(=O)(=O)C2)n1Cc1ccccc1 (configuration not stated) is entered as -8%
AmpC inh detg result of Cc1ccc(C(=O)N2CCC(Cc3ccccc3)CC2)cc1[N+](=O)[O-] is entered as -1%

Next section.
canonical_smiles	HCV inh	HCMV inh	AMA1 RON2 block	TbPYK inhibitor	AmpC no deterg	AmpC inh detg	LmPK inhibitor
CS(=O)(=O)N1CCC2CC1c1cc(-c3ccccc3)ccc12 (configuration not stated)	?	-22	9%	-1%	.	.	.
COc1cccc(C(=O)/C=C/Nc2cc(C)ccc2O)c1	2.2µM*	-79*	11%	1%	-45%	?	-20%
CC(=O)N1CCc2cc(S(=O)(=O)NCCC(=O)N3CCN(Cc4ccccc4)CC3)ccc21	?	-66*	0%	0%	59%	-6%	5%
Cc1cccc(NS(=O)(=O)c2cnc[nH]2)c1	1%	54	-18%	5%	-11%	-11%	-2%
COc1ccc(NC(=O)C2CCN(S(=O)(=O)c3cc(-c4noc(C)n4)ccc3C)CC2)cc1	.	-23	.	-3%	.	-2%	.
CC1Cc2cc(/C(O)=C3/C(=O)C(=O)N(CC4CCCO4)C3c3ccco3)ccc2O1 (configuration not stated)	6%	25	-10%	-4%	-9%	0%	-9%
COCCN(C(=O)COC(=O)COc1ccc2ccccc2c1)c1c(N)n(Cc2ccccc2)c(=O)[nH]c1=O	11%	15	3%[11.6 µM]	0%	.	.	.
COc1cccc(C(C#N)N2CCCCC2)c1O (configuration not stated)	-13%	29	15%	-4%	-9%	-12%	-19%
CCOC(=O)c1nnc(-c2ccccc2)o1	2%	-15	1%	-3%	-10%	9%	-13%
CCOc1cc(/C=C(\C#N)C(=O)Nc2ccc(C)cc2)ccc1OCc1cc(=O)n2nc(CC)sc2n1	.	4	.	2%	.	-1%	.
COc1ccc(OC)c(-c2csc(NC(=O)CSc3ccc([N+](=O)[O-])cc3)n2)c1	10µM*	-32	-17%	-2%	-48%	?	0%
CN(C)c1ccc(CNn2cnnc2SCC(=O)NC(C)(C)C)cc1	25%	60	-13%	-1%	6%	-7%	4%
CC(=O)c1nc2ccccc2n1Cc1ccccc1	-8%	31	4%	-3%	-15%	1%	0%

Grouped by structure: those above with an aryl thioether with sulfur outside any ring (8)
canonical_smiles	HCV inh	HCMV inh	AMA1 RON2 block	TbPYK inhibitor	AmpC no deterg	AmpC inh detg	LmPK inhibitor
Cn1nnnc1SCCOc1ccc(C#N)cc1	-16%	20	15%	0%	-7%	-13%	6%
CCn1c(CC(=O)Nc2ccc(F)cc2)nnc1SCC(=O)Nc1nnc(C)s1	7%	-25	2%	0%	-1%	?	-1%
Cc1ccc(CNC(=O)c2ccc(Cn3c(SCc4ccc(F)cc4)nc4cccnc43)cc2)o1	.	44	.	-12%	.	16%	.
Cc1nnc(SCC(=O)NC2CCS(=O)(=O)C2)n1Cc1ccccc1 (configuration not stated)	-8%	-37	6%	2%	14%	5%	-4%
Cc1ccccc1NC(=O)CSc1nc(COc2ccccc2)nc2ccccc12	-9%	?	-5%	-1%	-16%	-10%	2%
CSc1cccc(NC(=O)COC(=O)C2(c3ccccc3)CC2)c1	-9%	20	19%	0%	-56%	.	.
COc1ccc(OC)c(-c2csc(NC(=O)CSc3ccc([N+](=O)[O-])cc3)n2)c1	10µM*	-32	-17%	-2%	-48%	?	0%
CN(C)c1ccc(CNn2cnnc2SCC(=O)NC(C)(C)C)cc1	25%	60	-13%	-1%	6%	-7%	4%
